FLuc inhib CS – counter-screen for luciferase assay inhibitors: firefly luciferase inhibition. 200,000 compounds, 1.5% hits. ATPLite firefly luciferase biochemical luminescence, 10 min. AID 1006. inhibition, % at 10 µM;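 active = inhibition above about 50% when tested at 10 µM, limit read from the data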
Target sequence (P08659 whole entry, looked up): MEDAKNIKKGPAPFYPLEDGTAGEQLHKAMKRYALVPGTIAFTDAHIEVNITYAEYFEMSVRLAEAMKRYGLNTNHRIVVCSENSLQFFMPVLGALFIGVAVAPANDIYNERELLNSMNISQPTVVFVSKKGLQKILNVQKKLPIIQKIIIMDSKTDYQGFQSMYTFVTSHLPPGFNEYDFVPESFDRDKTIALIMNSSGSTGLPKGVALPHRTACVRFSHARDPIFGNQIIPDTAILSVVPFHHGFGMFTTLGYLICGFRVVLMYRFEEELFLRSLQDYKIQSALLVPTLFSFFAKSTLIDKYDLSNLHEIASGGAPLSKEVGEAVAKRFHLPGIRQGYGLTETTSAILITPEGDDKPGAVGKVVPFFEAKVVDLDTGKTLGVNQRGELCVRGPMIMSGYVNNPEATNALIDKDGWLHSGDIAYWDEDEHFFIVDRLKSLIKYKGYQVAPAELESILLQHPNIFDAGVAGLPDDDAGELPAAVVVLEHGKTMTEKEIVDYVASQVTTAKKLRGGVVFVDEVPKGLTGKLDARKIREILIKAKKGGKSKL
ROMK mod – modulates human ROMK potassium channel activity. Tet-inducible ROMK, thallium flux fluorescence; actives lie on both sides. B-score at 10 µM. 130,000 compounds, 2% hits;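 active = signal ratio slope over the read window, or its plate-corrected B-score, at least 3 SD from the plate mean, either direction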;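 also: B-score of the F/F0 ratio slope over 7 to 12 s after thallium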
Target sequence (P48048 whole entry, looked up): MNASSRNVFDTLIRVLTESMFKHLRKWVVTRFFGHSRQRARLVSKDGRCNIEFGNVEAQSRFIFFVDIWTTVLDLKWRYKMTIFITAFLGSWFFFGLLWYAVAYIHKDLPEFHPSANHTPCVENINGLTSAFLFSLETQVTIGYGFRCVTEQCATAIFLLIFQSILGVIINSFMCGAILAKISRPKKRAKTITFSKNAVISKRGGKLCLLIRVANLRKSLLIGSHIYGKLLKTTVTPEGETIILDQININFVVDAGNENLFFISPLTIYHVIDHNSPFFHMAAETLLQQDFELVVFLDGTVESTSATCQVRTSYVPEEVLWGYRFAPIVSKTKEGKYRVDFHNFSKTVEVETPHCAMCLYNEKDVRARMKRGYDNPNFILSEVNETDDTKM
NF-kB expr up – raises NF-kB expression in human neuronal cells; fold change at 12.5 µM; 190,000 compounds, 1.6% hits; NF-kB reporter expression; stronger effect = higher value; in the data active = fold change above about 3.3
FLuc stim CS – firefly luciferase counter-screen for stimulation assays | P08659 | AID 1027 | ATPlite luciferase biochemical, luminescence, 10 min; 0 = ATP-free wells, 1 = DMSO control | 200,000 tested, under 10 active | activation factor at 10 µM;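 active = luciferase activation factor, scaled between plate controls, of at least 2 with compound at 10 µM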
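Assay system: Luciferase/luciferin detection reagent, cell-free biochemical luciferase assay / Read-out: luciferase activation / Benchmarks: No-ATP low control, compound-free enzyme-plus-ATP high control / Medium: PBS buffer for ATP / Detection: luminescence measurement of luciferase light output / Schedule: 10 min at ambient temperature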
APP 5'UTR act – activates APP 5'UTR luciferase reporter. activation, % at 2 µM. AID 1276. SH-SY5Y APP 5'UTR luciferase reporter, luminescence; zero percent = DMSO vehicle wells. 190,000 compounds, 1% hits;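 active = activation above a set limit, based on mean plus 3 SD of controls, cut at about 140% in these data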; also: values of inactives mirror those of a sister screen read the other way
STAT3 inh – STAT3 signaling inhibition; U3A cells, IL-6 STAT3-luciferase reporter, luminescence; host cell line lacks STAT1; inhibition, % at 5.5 µM; 190,000 compounds, 0.89% hits; AID 862;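 active = inhibition above the mean inhibition across all screened compounds plus 3 SD, cut at about 44% in these data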;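 also: 0% = DMSO only wells and 100% = 100 µM nifuroxazide control wells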
APP 5UTR inh – APP translation inhibition; SH-SY5Y APP 5'UTR-luciferase reporter, luminescence; inhibition, % at 2 µM; 190,000 compounds, 0.82% hits;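 active = inhibition above a set limit, derived from the sample mean plus 3 SD, cut at about 45% in these data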; also: values of inactives mirror those of a sister screen read the other way
STAT3 activator – increases IL-6 driven STAT3 reporter signal; U3A cells, IL-6 STAT3-luciferase reporter, luminescence; 100% = signal with IL-6 EC80 alone; activation (% of control), % at 5.6 µM; 190,000 compounds, 0.91% hits;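 active = activation above the screen-wide mean of compound activation plus 3 SD, cut at about 130% in these data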;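 also: 0% = background luminescence of wells with medium and substrate only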
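Test system: human U3A cells carrying STAT3-luciferase construct; control set: IL-6-only wells as 100% reference; timing: compound pre-incubation 1 h before IL-6, then 6 h stimulation at 37 °C; also added: IL-6 stimulus at 33 ng/mL final; evaluation: % activation versus median of IL-6-stimulated wells; detection: reporter luminescence signal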
STAT1 inh – reduces IFN-gamma driven STAT1 reporter signal; NIH 3T3 STAT1-luciferase reporter, luminescence; inhibition, % at 5.5 µM; 200,000 compounds, 0.35% hits; AID 920;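 active = inhibition above a set limit, the mean inhibition across all tested compounds plus 3 SD, cut at about 34% in these data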;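 also: 0% = IFN-gamma with DMSO and 100% = IFN-gamma with 300 µM nifuroxazide; values of inactives mirror those of a sister screen read the other way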
STAT1 activator – increases IFN-gamma driven STAT1 reporter signal; NIH 3T3 STAT1-luciferase reporter, luminescence; 100% = IFN-gamma alone, no compound; activation (% of control), % at 5.5 µM; 200,000 compounds, 2.6% hits; AID 932;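 active = activation above the screen-wide mean activation plus 3 SD, cut at about 130% in these data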;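 also: raw ratio to IFN-gamma control signal so 100% means no change and 0% no light; values of inactives mirror those of a sister screen read the other way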
The depositor's hits bear a star; . = not tested or not shown. Not a hit list; 7.1% or so of the library scored in one or more.

1: CCc1ccc(NSc2ccccc2[N+](=O)[O-])cc1
2: O=C(CSc1nnc2ccccn12)Nc1ccc(S(=O)(=O)N2CCOCC2)cc1
3: N#Cc1c(N)n(-c2ccc(O)cc2)c2nc3ccccc3nc12
4: Cc1nn(-c2ccccc2)c(Cl)c1C(=O)NCC(C)C
5: COc1ccc(-n2nc([N+](=O)[O-])c(=NCc3ccc4c(c3)OCO4)n2O)cc1

assay / compound,1,2,3,4,5
STAT3 inh,25,3,21,7,3
STAT1 inh,12,6,-4,-5,-4
FLuc stim CS,1,1.1,1,1,1.1
FLuc inhib CS,-2,-6,-1,-5,-5
APP 5UTR inh,-14,14,0,77*,-57
APP 5'UTR act,14,-14,0,-77,57
NF-kB expr up,1,1.8,0.91,1.1,2.5
ROMK mod,.,.,1.1,.,-0.43
STAT1 activator,99,93,104,104,104
STAT3 activator,85,100,86,100,96

APP 5UTR inh: entries above that show a hit
cpd	mol	STAT1 inh	APP 5UTR inh	APP 5'UTR act	NF-kB expr up	ROMK mod	STAT1 activator	STAT3 activator
4	Cc1nn(-c2ccccc2)c(Cl)c1C(=O)NCC(C)C	-5	77*	-77	1.1	.	104	100

Additional compounds follow:
6: CN1C(=O)c2ccccc2C(C(=O)O)C1c1cn(C)c2ccccc12 (stereo unspecified)
7: CCCn1c(Nc2ccccc2C)nc2ccccc21
8: Cc1nn(C(=O)C(C)N2C(=O)c3ccccc3C2=O)c(C)c1Br (stereo unspecified)
9: Cc1ccc2cc(CN(Cc3ccco3)S(=O)(=O)c3c(C)ccc4nsnc34)c(=O)[nH]c2c1
10: N#CCCN(CCN1CCCC1)S(=O)(=O)c1ccc(-c2ccc([N+](=O)[O-])cc2)cc1

assay / compound,6,7,8,9,10
STAT3 inh,-25,11,-3,14,6
STAT1 inh,5,7,10,-4,2
FLuc stim CS,1,1,1,1,1
FLuc inhib CS,0,0,-4,0,-3
APP 5UTR inh,1,-7,-3,1,22
APP 5'UTR act,-1,7,3,-1,-22
NF-kB expr up,0.97,1.4,0.95,0.64,0.94
ROMK mod,-0.0093,.,0.72,.,-2.7
STAT1 activator,96,94,91,104,97
STAT3 activator,128,93,106,89,96

One compound at a time, from the list above.
N#CCCN(CCN1CCCC1)S(=O)(=O)c1ccc(-c2ccc([N+](=O)[O-])cc2)cc1 as listed: STAT3 inh = 6; STAT1 inh = 2; FLuc stim CS = 1; FLuc inhib CS = -3; APP 5UTR inh = 22; APP 5'UTR act = -22; NF-kB expr up = 0.94; ROMK mod = -2.7; STAT1 activator = 97; STAT3 activator = 96
Cc1ccc2cc(CN(Cc3ccco3)S(=O)(=O)c3c(C)ccc4nsnc34)c(=O)[nH]c2c1 as listed: STAT3 inh = 14; STAT1 inh = -4; FLuc stim CS = 1; FLuc inhib CS = 0; APP 5UTR inh = 1; APP 5'UTR act = -1; NF-kB expr up = 0.64; ROMK mod = .; STAT1 activator = 104; STAT3 activator = 89

(further entries)
11: Cc1ccc(S(=O)(=O)N(Cc2n[nH]c(=S)n2-c2ccccc2)c2cccc(Cl)c2)cc1
12: N/C(Cc1nc(-c2ccc(Br)cc2)cs1)=N\O
13: Cc1ccc(S(=O)(=O)N/N=C\c2ccc([N+](=O)[O-])o2)cc1
14: CCOCCCNc1nc2c(c(=O)[nH]c(=O)n2C)n1CCCc1ccccc1
15: CC(C)CC(c1nnnn1C1CCCC1)N1CCN(c2ccccc2F)CC1 (stereo unspecified)

assay / compound,11,12,13,14,15
STAT3 inh,3,6,4,-4,-8
STAT1 inh,-2,-18,-7,1,-4
FLuc stim CS,1,1,1.1,1.1,1
FLuc inhib CS,2,2,-8,-7,-3
APP 5UTR inh,-18,-12,5,-11,-8
APP 5'UTR act,18,12,-5,11,8
NF-kB expr up,1.2,1.7,0.92,0.81,1.1
ROMK mod,-0.0014,-0.23,.,0.45,.
STAT1 activator,100,115,108,99,103
STAT3 activator,100,105,105,106,111

16: CCCCn1c(=O)n(CC(=O)Nc2c(CC)cccc2CC)c(=O)c2c1nc(CO)n2CCC
17: CC1CCC(NC(=O)C(NC(=O)c2ccccc2)C(C)C)CC1 (stereo unspecified)
18: COCCNC(=O)CNS(=O)(=O)c1ccc2nc(C)sc2c1
19: COc1cccc(/C=N/n2c(-c3ccco3)nc3ccccc3c2=O)c1
20: COc1ccc(C)cc1NC(=O)NCCC1=CCCCC1

assay / compound,16,17,18,19,20
STAT3 inh,-1,4,4,20,15
STAT1 inh,5,-1,1,-7,1
FLuc stim CS,1,1,1,1,0.9
FLuc inhib CS,-5,-2,-4,0,6
APP 5UTR inh,-1,3,1,4,0
APP 5'UTR act,1,-3,-1,-4,0
NF-kB expr up,1.2,0.92,1.3,0.52,1.2
ROMK mod,0.27,-0.93,-0.28,.,.
STAT1 activator,95,100,99,107,99
STAT3 activator,105,108,100,86,91

21: CCc1nc(C)c(C#N)c2cc(OC)c(OC)cc12
22: CCC(=O)Nc1ccc(Cl)c(NC(=O)c2c(OC)cccc2OC)c1
23: CC(CCc1ccccc1)NC(=O)COC(=O)C1CCC(C(C)(C)C)CC1 (stereo unspecified)
24: CN1C(=S)SC(/[N+]([O-])=C\c2ccco2)C1(C)C (stereo unspecified)
25: COc1ccc(N2CC(C(=O)Nc3ccc(S(=O)(=O)N4CCOCC4)cc3)CC2=O)cc1 (stereo unspecified)

assay / compound,21,22,23,24,25
STAT3 inh,-11,5,-1,22,7
STAT1 inh,-7,-4,2,0,-6
FLuc stim CS,1,1,1,1,1.1
FLuc inhib CS,-5,0,-4,-3,-8
APP 5UTR inh,6,7,-10,0,-10
APP 5'UTR act,-6,-7,10,0,10
NF-kB expr up,0.95,1.2,1.5,0.92,1.2
ROMK mod,.,0.33,.,.,-0.7
STAT1 activator,107,101,99,100,104
STAT3 activator,113,100,106,91,103

26: O=C(N/N=C/c1cccc([N+](=O)[O-])c1)c1cccc(Br)c1
27: O=C(COc1cccc(C(F)(F)F)c1)Nc1ccc(S(=O)(=O)N2CCCC2)cc1
28: Cc1ccccc1NC(=O)N1CCN(S(=O)(=O)c2ccccc2)CC1
29: O=C(NCCc1ccccc1)c1ccc(=O)oc1
30: CC1(C)Cc2ccccc2C2=NNC(=O)C2=N1

assay / compound,26,27,28,29,30
STAT3 inh,25,6,2,11,1
STAT1 inh,-4,1,0,-1,-42
FLuc stim CS,1,1.1,1,1.1,1
FLuc inhib CS,1,-6,-2,-6,1
APP 5UTR inh,4,-8,2,0,1
APP 5'UTR act,-4,8,-2,0,-1
NF-kB expr up,1.5,0.54,1.1,1,0.4
ROMK mod,0.46,.,-0.042,0.45,-0.28
STAT1 activator,102,99,99,101,139*
STAT3 activator,86,95,102,93,102

31: Cc1c(N=Nc2ccc(O)cc2)c(=O)n(-c2ccccc2)n1C
32: COc1ccc(NC(=O)C2CCN(C(=O)NCc3ccccc3)CC2)cc1
33: Cn1nnnc1SCC(=O)N(C1CCCCC1)C1CCCCC1
34: COc1ccc(C(=O)COC(=O)C2CCN(S(=O)(=O)c3cccc4cccnc34)CC2)cc1
35: Cc1ccc(S(=O)(=O)Cc2ccc(C(=O)N3CCCC3)o2)cc1

assay / compound,31,32,33,34,35
STAT3 inh,9,5,-5,-16,5
STAT1 inh,-1,-3,5,-6,4
FLuc stim CS,1,1.1,1.1,1,1
FLuc inhib CS,2,-8,-8,2,1
APP 5UTR inh,10,-1,-15,-3,0
APP 5'UTR act,-10,1,15,3,0
NF-kB expr up,1.4,1.2,0.97,1.2,1.2
ROMK mod,-0.1,0.14,.,.,.
STAT1 activator,100,103,96,105,96
STAT3 activator,96,98,106,112,104

36: Cc1ccc(C(=O)OCC(=O)Nc2cc(S(=O)(=O)N3CCOCC3)ccc2C)cc1
37: O=C1CN(C(=O)c2ccc(Cl)nc2)c2ccccc2N1
38: COc1cc(OC)c(C#N)c(S(=O)Cc2ccccc2)c1 (stereo unspecified)
39: C=CCn1c(O)c(C=Nc2ccccc2)sc1=S
40: COc1ccc(CCNC(=O)CN(c2cccc([N+](=O)[O-])c2)S(C)(=O)=O)cc1OC

assay / compound,36,37,38,39,40
STAT3 inh,9,-11,-1,0,2
STAT1 inh,10,-8,4,-33,-1
FLuc stim CS,1,1.1,1,1,1
FLuc inhib CS,-3,-12,-5,-2,-5
APP 5UTR inh,-29,4,9,-39,-16
APP 5'UTR act,29,-4,-9,39,16
NF-kB expr up,1.1,1.1,0.92,1.6,1.1
ROMK mod,-0.31,0.28,0.75,0.44,-0.047
STAT1 activator,89,108,96,129*,100
STAT3 activator,94,109,101,102,99

41: CCOc1ccc2nc(NC(=O)CCC(=O)c3cccs3)sc2c1
42: COc1ccc(S(=O)(=O)N2CCOCC2)cc1NC(=O)c1cc2c(s1)CCCC2
43: COc1ccc2c(C#N)c3ccccn3c2c1
44: O=C(COc1cccc2ccccc12)N1CCN(c2ccccn2)CC1
45: Cc1cc(C)n(C(=O)c2cc(F)c(F)cc2C)n1

assay / compound,41,42,43,44,45
STAT3 inh,2,0,21,4,-5
STAT1 inh,-30,2,-17,-1,0
FLuc stim CS,0.7,1,1,1,1.1
FLuc inhib CS,28,-4,-4,0,-7
APP 5UTR inh,-73,1,3,-3,5
APP 5'UTR act,73,-1,-3,3,-5
NF-kB expr up,1.8,0.74,1.2,1.1,1.2
ROMK mod,0.19,.,-3.1*,-2.2,-0.087
STAT1 activator,127,98,113,101,99
STAT3 activator,103,96,86,100,106

46: Cn1cccc1Cc1nnc(SCC(=O)NCC2CCCO2)n1C (stereo unspecified)
47: CC(C)(C)N1C(=O)c2ccc(C(=O)NCc3ccco3)cc2C1=O
48: Cc1cc(=S)cc(C)n1CCCO
49: Cc1nonc1NCn1nnc2ccccc21
50: CC1CCc2nc(NC(=O)c3ccc(S(=O)(=O)N4CCCc5ccccc54)cc3)sc2C1 (stereo unspecified)
51: CC1(C)CC(=O)c2sc(NC(=O)CN3CCOCC3)nc2C1

assay / compound,46,47,48,49,50,51
STAT3 inh,1,-2,3,10,39,0
STAT1 inh,-5,-3,5,4,1,3
FLuc stim CS,1,1.1,1,1,1,1
FLuc inhib CS,1,-6,-2,-4,-4,-3
APP 5UTR inh,2,-9,-12,-6,-1,40
APP 5'UTR act,-2,9,12,6,1,-40
NF-kB expr up,1.1,1.2,1.1,1.1,1,1.1
ROMK mod,0.015,-0.26,.,.,.,0.31
STAT1 activator,105,103,96,96,99,98
STAT3 activator,104,104,100,94,76,102
